Bioassay records as filed in PubChem BioAssay.
Gli-Sufu block: blocks Gli-Sufu signaling in a luciferase reporter. Sufu-KO-LIGHT fibroblasts, Gli luciferase reporter luminescence. 340,000 tested, 0.74% active. inhibition, % at 5 µM;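 active means inhibition above about 55%, limit read from the data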;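 further: 0% = DMSO-treated cells and 100% = wells with medium but no cells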
APJ antag: APJ receptor antagonism. P35414. CHO-K1 APJ beta-arrestin complementation, luminescence. inhibition, % at 20 µM. 330,000 tested, 0.32% active;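 active means inhibition above about 40% at 20 µM, limit read from the data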;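 further: cells challenged with 10 nM apelin-13 agonist together with compound; plate controls were apelin-13 plus DMSO wells for no effect and DMSO wells lacking apelin-13 for full effect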
Jurkat NFkB inh: lowers PMA/ionomycin-induced NF-kB signal in Jurkat cells | AID 435003 | 330,000 tested, 0.53% active | PMA/ionomycin-induced NF-kB luciferase reporter, luminescence | inhibition, % at 4 µM; in the data active means inhibition above about 50%
UBC13 polyUb: human UBC13 polyubiquitination inhibition. P61088. UBC13 polyubiquitin chain formation, TR-FRET. inhibition, % at 20 µM. 330,000 tested, 0.47% active; in the data active means inhibition above about 45%, passing the limit was not always enough
Target sequence (P61088 whole entry, looked up): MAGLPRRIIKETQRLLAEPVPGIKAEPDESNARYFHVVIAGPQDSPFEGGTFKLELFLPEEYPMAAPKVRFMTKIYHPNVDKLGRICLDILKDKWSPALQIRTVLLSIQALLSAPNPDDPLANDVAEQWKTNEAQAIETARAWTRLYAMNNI
CXCR6 block: inhibitors of human CXCR6 receptor; O00574; CHO-K1 PathHunter CXCR6 beta-arrestin, luminescence; inhibition, % at 20 µM; 360,000 tested, 0.36% active; in the data active means inhibition above about 34%, passing the limit was not always enough;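 further: antagonist mode with CXCL16 agonist at 10 nM final; 0% = 10 nM CXCL16 with DMSO and 100% = unstimulated wells without agonist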
Target sequence (O00574 whole entry, looked up): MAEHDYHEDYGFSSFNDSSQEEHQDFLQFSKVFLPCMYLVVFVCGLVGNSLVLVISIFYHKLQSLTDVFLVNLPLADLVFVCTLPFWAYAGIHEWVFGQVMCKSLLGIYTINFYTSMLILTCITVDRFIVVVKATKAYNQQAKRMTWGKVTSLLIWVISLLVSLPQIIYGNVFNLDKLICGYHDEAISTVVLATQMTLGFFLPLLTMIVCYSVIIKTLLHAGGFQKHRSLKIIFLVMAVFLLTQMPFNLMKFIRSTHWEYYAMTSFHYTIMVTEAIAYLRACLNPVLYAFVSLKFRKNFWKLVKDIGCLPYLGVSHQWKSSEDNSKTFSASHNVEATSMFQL
EBI2 block: EBI2 (human) antagonism. 360,000 tested, 0.81% active. inhibition, % at 5 µM. AID 651636. EBI2 beta-arrestin recruitment, luminescence, 7a,25-OHC stimulated; in the data active means inhibition above about 38%;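 further: enzyme fragment complementation signal reports receptor beta-arrestin coupling in cells; 0% = agonist plus DMSO wells and 100% = wells without agonist; some results beyond the cut were filed as inactive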
697 NFkB inh: inhibitors of the PMA/ionomycin-induced NF-kB reporter in 697 B cells; 697 B-cell NF-kB luciferase reporter, 16 h; inhibition, % at 4 µM; 330,000 tested, 0.33% active; AID 435022; in the data active means inhibition above about 35%
CCR6 antagonist: blocks CCL20-driven beta-arrestin recruitment at human CCR6 | 340,000 tested, 0.49% active | inhibition, % at 20 µM | CHO-K1 CCR6 PathHunter beta-arrestin, luminescence, CCL20-stimulated | P51684 | AID 493098;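 active means compounds whose inhibition of the agonist-driven luminescence signal at 20 µM reaches about 50%, limit read from the data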;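 further: cells stimulated with CCL20 at 14 nM final; plate controls were DMSO with CCL20 for no effect and DMSO without agonist for full effect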
Target sequence (P51684 whole entry, looked up): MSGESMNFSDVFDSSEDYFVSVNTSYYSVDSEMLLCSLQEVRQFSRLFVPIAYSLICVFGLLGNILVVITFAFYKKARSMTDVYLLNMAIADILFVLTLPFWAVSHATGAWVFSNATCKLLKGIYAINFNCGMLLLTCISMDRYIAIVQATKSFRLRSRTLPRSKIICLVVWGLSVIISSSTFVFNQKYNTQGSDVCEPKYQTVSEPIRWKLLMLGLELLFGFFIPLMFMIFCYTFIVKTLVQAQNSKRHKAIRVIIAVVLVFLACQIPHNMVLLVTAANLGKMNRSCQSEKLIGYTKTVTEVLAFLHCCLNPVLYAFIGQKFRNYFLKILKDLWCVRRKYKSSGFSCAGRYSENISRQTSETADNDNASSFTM
Numbers without * were called inactive.

Results for CCOC(=S)SCc1cn2ccccc2n1 ?
Gli-Sufu block: 6; APJ antag: -8; Jurkat NFkB inh: -8; UBC13 polyUb: -9; CXCR6 block: -7; EBI2 block: -3; 697 NFkB inh: -17; CCR6 antagonist: 1

How did N#Cc1cn(Cc2cccc(Cl)c2)c2ccccc12 do in these assays?
Gli-Sufu block: 24; APJ antag: -2; Jurkat NFkB inh: 7; UBC13 polyUb: 1; CXCR6 block: 2; EBI2 block: 12; 697 NFkB inh: 8; CCR6 antagonist: 17

How did COc1ccc(NC(=O)c2cc(-c3ccccn3)nc3c(C)cc(C)cc23)c(C)c1 do in these assays?
Gli-Sufu block: 9; APJ antag: -8; Jurkat NFkB inh: 4; UBC13 polyUb: -4; CXCR6 block: 4; EBI2 block: -18; 697 NFkB inh: -20; CCR6 antagonist: 4

What do the screens show for `CCC(=O)Nc1ccc(NC(=S)NC(=O)/C=C/c2ccccc2)cc1`?
Gli-Sufu block: 1; APJ antag: 0; Jurkat NFkB inh: -1; UBC13 polyUb: 2; CXCR6 block: 0; EBI2 block: -6; 697 NFkB inh: -22; CCR6 antagonist: 9

What do the screens show for `Cc1oc2cc(O)ccc2c(=O)c1-c1nncn1-c1ccccc1`?
Gli-Sufu block: 0; APJ antag: 9; Jurkat NFkB inh: -13; UBC13 polyUb: 3; CXCR6 block: 0; EBI2 block: 1; 697 NFkB inh: -12; CCR6 antagonist: 0

What do the screens show for `C=CCSc1nnc(Cc2c(C)[nH]c3ccccc23)o1`?
Gli-Sufu block: 6; APJ antag: 2; Jurkat NFkB inh: -3; UBC13 polyUb: 3; CXCR6 block: -7; EBI2 block: -2; 697 NFkB inh: -13; CCR6 antagonist: 7

Results for CN(C)c1ccc(/C=N/NC(=O)C2COc3ccccc3O2)o1 (stereo not drawn) ?
Gli-Sufu block: 14; APJ antag: -8; Jurkat NFkB inh: -5; UBC13 polyUb: -14; CXCR6 block: 8; EBI2 block: 4; 697 NFkB inh: 10; CCR6 antagonist: 17

What do the screens show for `CCC1(CC)NC(=O)N(CC(=O)N2CCN(S(=O)(=O)c3cccc(F)c3)CC2)C1=O`?
Gli-Sufu block: -2; APJ antag: -7; Jurkat NFkB inh: 21; UBC13 polyUb: -4; CXCR6 block: -7; EBI2 block: -1; 697 NFkB inh: 11; CCR6 antagonist: -8

Results for O=C(Cc1ccccc1)Nc1ccc(S(=O)(=O)N2CCCC2)cc1 ?
Gli-Sufu block: 8; APJ antag: -20; Jurkat NFkB inh: -3; UBC13 polyUb: -4; CXCR6 block: -14; EBI2 block: -9; 697 NFkB inh: -16; CCR6 antagonist: -6

Results for O=C(CNC(=O)c1ccc(Cl)cc1)NNC(=O)c1ccc(Br)cc1 ?
Gli-Sufu block: -7; APJ antag: 2; Jurkat NFkB inh: -13; UBC13 polyUb: -1; CXCR6 block: 5; EBI2 block: 3; 697 NFkB inh: -23; CCR6 antagonist: 0

How did COc1ccc(CN(C)C(=O)c2sccc2-c2ccccc2)c(OC)c1 do in these assays?
Gli-Sufu block: 8; APJ antag: 5; Jurkat NFkB inh: 5; UBC13 polyUb: -1; CXCR6 block: 8; EBI2 block: 13; 697 NFkB inh: 10; CCR6 antagonist: 6

Results for O=C(O)C1CC(=O)N(c2ccc(OCc3ccccc3)cc2)C1 (stereo not drawn) ?
Gli-Sufu block: 4; APJ antag: -16; Jurkat NFkB inh: -3; UBC13 polyUb: 0; CXCR6 block: 4; EBI2 block: -8; 697 NFkB inh: 11; CCR6 antagonist: -14

What do the screens show for `COc1ccc(NC(=O)CN(C2CCCCC2)S(C)(=O)=O)cc1OC`?
Gli-Sufu block: 2; APJ antag: -5; Jurkat NFkB inh: -3; UBC13 polyUb: -7; CXCR6 block: 4; EBI2 block: -7; 697 NFkB inh: -26; CCR6 antagonist: -16

What do the screens show for `Cc1ccc(S(=O)(=O)/N=C(/Nc2ccc(O)c(C(=O)O)c2)c2ccccc2)cc1`?
Gli-Sufu block: 2; APJ antag: -2; Jurkat NFkB inh: 1; UBC13 polyUb: 7; CXCR6 block: 6; EBI2 block: 10; 697 NFkB inh: 13; CCR6 antagonist: 8

How did CCOc1ccccc1NC(=O)CN(C)S(=O)(=O)c1cnc[nH]1 do in these assays?
Gli-Sufu block: -16; APJ antag: 8; Jurkat NFkB inh: -13; UBC13 polyUb: 1; CXCR6 block: 4; EBI2 block: -7; 697 NFkB inh: 9; CCR6 antagonist: 7

Results for CCC(c1nnnn1C(C)(C)CC)N1CCN(c2ccccc2F)CC1 (stereo not drawn) ?
Gli-Sufu block: 7; APJ antag: 16; Jurkat NFkB inh: 4; UBC13 polyUb: -1; CXCR6 block: 6; EBI2 block: 14; 697 NFkB inh: -9; CCR6 antagonist: 10

Results for CSc1nc(O)c(C2OC(=O)c3ccccc32)c(=O)[nH]1 (stereo not drawn) ?
Gli-Sufu block: -2; APJ antag: -2; Jurkat NFkB inh: 12; UBC13 polyUb: 6; CXCR6 block: 3; EBI2 block: 0; 697 NFkB inh: 3; CCR6 antagonist: -4

What do the screens show for `CN1CCN(C(=O)c2ccccc2N(Cc2ccccc2)S(=O)(=O)c2ccccc2)CC1`?
Gli-Sufu block: 17; APJ antag: -4; Jurkat NFkB inh: 14; UBC13 polyUb: 1; CXCR6 block: 5; EBI2 block: -7; 697 NFkB inh: 40*; CCR6 antagonist: -3

What do the screens show for `COc1ccccc1N1CCN(S(=O)(=O)c2ccc(Br)s2)CC1`?
Gli-Sufu block: -17; APJ antag: -8; Jurkat NFkB inh: 6; UBC13 polyUb: 6; CXCR6 block: 2; EBI2 block: 0; 697 NFkB inh: 8; CCR6 antagonist: 0

What do the screens show for `Cc1ccc(C)c(S(=O)(=O)NCC(=O)Nc2ccc3c(c2)OCO3)c1`?
Gli-Sufu block: -5; APJ antag: -29; Jurkat NFkB inh: 4; UBC13 polyUb: -5; CXCR6 block: -3; EBI2 block: 14; 697 NFkB inh: 14; CCR6 antagonist: 7

How did Cc1cc(C)cc(N(C(=O)c2ccc(Br)o2)C2C=CS(=O)(=O)C2)c1 (stereo not drawn) do in these assays?
Gli-Sufu block: -7; APJ antag: 5; Jurkat NFkB inh: 0; UBC13 polyUb: 4; CXCR6 block: -8; EBI2 block: -7; 697 NFkB inh: -18; CCR6 antagonist: 7

What do the screens show for `Cc1nc(CS(=O)(=O)c2ccccn2)sc1C(=O)NNC(=O)c1ccc(Cl)cc1`?
Gli-Sufu block: 4; APJ antag: -1; Jurkat NFkB inh: -1; UBC13 polyUb: -1; CXCR6 block: 2; EBI2 block: 10; 697 NFkB inh: -15; CCR6 antagonist: 2

What do the screens show for `CC(OC(=O)/C=C/c1ccccc1)C(=O)Nc1ccc(C(N)=O)cc1` (stereo not drawn)?
Gli-Sufu block: -14; APJ antag: 3; Jurkat NFkB inh: -6; UBC13 polyUb: 0; CXCR6 block: -5; EBI2 block: 15; 697 NFkB inh: -16; CCR6 antagonist: -5

What do the screens show for `Cc1ccc(S(=O)(=O)c2nc(-c3ccco3)oc2SCC(=O)NCC2CCCO2)cc1` (stereo not drawn)?
Gli-Sufu block: 3; APJ antag: 18; Jurkat NFkB inh: -14; UBC13 polyUb: -7; CXCR6 block: 5; EBI2 block: -4; 697 NFkB inh: -29; CCR6 antagonist: -1

Results for CN(C)CC/C=C1\c2cc(Cl)ccc2Sc2cc(F)c(F)cc21 ?
Gli-Sufu block: 6; APJ antag: 17; Jurkat NFkB inh: 18; UBC13 polyUb: 26; CXCR6 block: 3; EBI2 block: -10; 697 NFkB inh: 8; CCR6 antagonist: 8

What do the screens show for `O=C(COc1ccc(/C=N/NC(=O)c2cc3ccccc3o2)cc1Br)Nc1ccccc1`?
Gli-Sufu block: 16; APJ antag: -22; Jurkat NFkB inh: -106; UBC13 polyUb: -8; CXCR6 block: -25; EBI2 block: -32; 697 NFkB inh: 1; CCR6 antagonist: -1

Results for CN(c1ccccc1)S(=O)(=O)c1ccc(Cl)c(C(=O)OCC(N)=O)c1 ?
Gli-Sufu block: -1; APJ antag: -6; Jurkat NFkB inh: -18; UBC13 polyUb: -1; CXCR6 block: 1; EBI2 block: 3; 697 NFkB inh: -7; CCR6 antagonist: 6

How did c1ccc(CCNc2nc(-c3ccccn3)cs2)cc1 do in these assays?
Gli-Sufu block: -7; APJ antag: 9; Jurkat NFkB inh: -90; UBC13 polyUb: 8; CXCR6 block: -2; EBI2 block: -11; 697 NFkB inh: -144; CCR6 antagonist: 7

What do the screens show for `Cc1c(NC(=O)CSCc2c(F)cccc2Cl)c(=O)n(-c2ccccc2)n1C`?
Gli-Sufu block: -1; APJ antag: 0; Jurkat NFkB inh: 7; UBC13 polyUb: -4; 697 NFkB inh: 12; CCR6 antagonist: 1

What do the screens show for `CCn1cc(C2=NOC(C(=O)O)C2)c(C)n1` (stereo not drawn)?
Gli-Sufu block: 1; APJ antag: -1; Jurkat NFkB inh: 8; UBC13 polyUb: 4; CXCR6 block: 3; EBI2 block: -6; 697 NFkB inh: 18; CCR6 antagonist: 7

Entries above that have a thiophene ring, fused or not (two):
How did COc1ccc(CN(C)C(=O)c2sccc2-c2ccccc2)c(OC)c1 do in these assays?
Gli-Sufu block: 8; APJ antag: 5; Jurkat NFkB inh: 5; UBC13 polyUb: -1; CXCR6 block: 8; EBI2 block: 13; 697 NFkB inh: 10; CCR6 antagonist: 6

What do the screens show for `COc1ccccc1N1CCN(S(=O)(=O)c2ccc(Br)s2)CC1`?
Gli-Sufu block: -17; APJ antag: -8; Jurkat NFkB inh: 6; UBC13 polyUb: 6; CXCR6 block: 2; EBI2 block: 0; 697 NFkB inh: 8; CCR6 antagonist: 0

Further entries
What do the screens show for `CCCCCCSc1nnc(-c2cnn(-c3ccccc3)c2-n2cccc2)n1C`?
Gli-Sufu block: -1; APJ antag: -7; Jurkat NFkB inh: 2; UBC13 polyUb: 8; CXCR6 block: -2; EBI2 block: 5; 697 NFkB inh: 1; CCR6 antagonist: 24

What do the screens show for `CC(C)(C)c1nn2cnnc2n(/N=C/c2cccc3ccccc23)c1=O`?
Gli-Sufu block: 3; APJ antag: 5; Jurkat NFkB inh: 9; UBC13 polyUb: 3; CXCR6 block: -3; EBI2 block: -5; 697 NFkB inh: -12; CCR6 antagonist: -9

How did CS(=O)(=O)c1ccc(Cl)c(NC(=O)c2cccc(-n3cnnn3)c2)c1 do in these assays?
Gli-Sufu block: -2; APJ antag: -6; Jurkat NFkB inh: 12; UBC13 polyUb: 6; CXCR6 block: 0; EBI2 block: 9; 697 NFkB inh: 17; CCR6 antagonist: 2

Results for O=S(=O)(c1ccccc1)c1nc(-c2ccccc2)oc1N1CCCCC1 ?
Gli-Sufu block: 4; APJ antag: 15; Jurkat NFkB inh: -7; UBC13 polyUb: -12; CXCR6 block: 10; EBI2 block: -15; 697 NFkB inh: -6; CCR6 antagonist: 20

How did CC1CCN(C(=O)/C=C/c2ccc(C(C)(C)C)cc2)CC1 do in these assays?
Gli-Sufu block: -54; APJ antag: -4; Jurkat NFkB inh: -45; UBC13 polyUb: -13; CXCR6 block: -9; EBI2 block: 20; 697 NFkB inh: -34; CCR6 antagonist: 15

How did O=C(Nc1ccc2c(c1)C(=O)c1ccccc1-2)c1ccccc1 do in these assays?
Gli-Sufu block: -103; CXCR6 block: 3; EBI2 block: 5; CCR6 antagonist: -1

How did Cc1occc1-c1nnc(SCC(=O)Nc2nc(-c3ccccc3)cs2)o1 do in these assays?
Gli-Sufu block: -11; APJ antag: 27; Jurkat NFkB inh: -2; UBC13 polyUb: -7; CXCR6 block: -7; EBI2 block: 2; 697 NFkB inh: -25; CCR6 antagonist: -1

How did O=C(Nc1nc(-c2cc(F)ccc2F)cs1)c1ccccn1 do in these assays?
Gli-Sufu block: -11; APJ antag: 68*; Jurkat NFkB inh: -19; UBC13 polyUb: -4; CXCR6 block: 41*; EBI2 block: 27; 697 NFkB inh: -43; CCR6 antagonist: 65*

How did CC12CCC(=O)N1C(C(=O)NNC(=O)c1ccccc1)CS2 (stereo not drawn) do in these assays?
Gli-Sufu block: -5; APJ antag: 5; Jurkat NFkB inh: -6; UBC13 polyUb: -4; CXCR6 block: -5; EBI2 block: -5; 697 NFkB inh: -13; CCR6 antagonist: 1

What do the screens show for `O=C(CC(C(=O)O)C1CCCO1)NCCc1ccc2c(c1)OCO2` (stereo not drawn)?
Gli-Sufu block: 2; APJ antag: 8; Jurkat NFkB inh: 4; UBC13 polyUb: 7; CXCR6 block: 9; EBI2 block: -12; 697 NFkB inh: 10; CCR6 antagonist: -7

Rows were taken by chance (roughly 3% active in at least one column).
